Source: PubChem BioAssay (National Center for Advancing Translational Sciences (NCATS))
ELG1 genotoxic – genotoxicity induction in ELG1-luciferase HEK293T cells; HEK293T ELG1-luciferase reporter, luminescence, 16 h; Potency, µM (top dose mostly 46 µM), inactives show at the highest dose activity change, positive = activation, most hits filed as activators; 1.3% of 330,000 active; AID 504466; further: % of control where 0% means no effect; nearly all actives have a fitted effect of over 60% in size
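Quantitative HTS format in 1536-well plates. HEK293T ELG1-luciferase reporter cells receive test compound and are incubated 16 hr at 37 °C, 5% CO2; ONE-Glo added, 30 min room temperature, then luminescence read.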
VP16 counter – inhibits Gal4-VP16 luciferase reporter, ROR gamma counter-screen; Drosophila S2 Gal4-VP16 UAS-luciferase, luminescence, 20 h; Potency, µM (doses to about 53.6 µM), for the others: at the highest dose activity, negative = inhibition, actives largely listed as inhibitors; 3.5% of 310,000 active; AID 2546;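 further: Gal4-VP16 expression switched on by copper sulfate through the metallothionein promoter; on the % scale 0 is the no-effect control and ±100 the full control effect; nearly all actives have a fitted effect of over 50% in size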
BRCA1 expr up – BRCA1 expression activation | Potency, µM (titrated, usually from 46.1 µM), for inactives: at the top dose activation, most hits filed as activators | MCF7-BRCA1-FFLuc reporter, luminescence, 48 h; response scale: scaled: vehicle 0%, 10 µM genistein 100% | AID 624202 | 1.1% of 380,000 active; further: nearly all actives have a fitted effect of over 80% in size; some results filed as inactive show a strong effect at the top dose
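Activators of BRCA1 expression were detected as increased firefly luciferase luminescence in engineered MCF7 cells after 48 h compound incubation. Signals were scaled to genistein 10 microM as full activation.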
FLuc modulator – inhibits or activates purified firefly luciferase, miR-21 counter-screen. P08659. purified FLuc, Km substrates, luminescence inhibition. Potency, µM (highest dose often 57.5 µM), for the others: at the top dose activity change, negative = inhibition, actives largely listed as inhibitors. 6.9% of 360,000 active. AID 588342;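 further: plate controls were vehicle for no effect and reference inhibitor for full effect; nearly all actives have a fitted effect of over 55% in size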
Target sequence (P08659 whole entry, looked up): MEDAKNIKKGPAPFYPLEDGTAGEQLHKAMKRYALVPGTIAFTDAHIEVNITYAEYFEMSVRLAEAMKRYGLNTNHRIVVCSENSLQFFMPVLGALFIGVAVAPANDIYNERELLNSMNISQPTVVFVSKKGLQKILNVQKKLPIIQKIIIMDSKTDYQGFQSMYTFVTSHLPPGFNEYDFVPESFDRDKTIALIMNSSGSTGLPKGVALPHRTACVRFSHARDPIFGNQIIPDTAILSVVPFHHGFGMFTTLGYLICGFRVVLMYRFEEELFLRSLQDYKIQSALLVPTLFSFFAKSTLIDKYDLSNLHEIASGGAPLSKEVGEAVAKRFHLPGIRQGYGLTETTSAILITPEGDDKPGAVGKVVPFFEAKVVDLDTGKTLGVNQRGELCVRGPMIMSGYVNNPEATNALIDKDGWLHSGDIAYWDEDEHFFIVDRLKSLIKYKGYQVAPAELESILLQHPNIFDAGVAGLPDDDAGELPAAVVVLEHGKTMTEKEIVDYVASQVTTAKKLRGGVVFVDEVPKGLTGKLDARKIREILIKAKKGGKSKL
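Purified P. pyralis luciferase, 10 nM final, with Km-level 10 uM D-luciferin and 10 uM ATP in 50 mM Tris acetate pH 7.5, 10 mM Mg acetate, 0.01% Tween-20, 0.05% BSA; 6-point qHTS titration about 60 µM downward; luminescence read.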
uPA surface inh – inhibitors of cell surface uPA generation. 0.31% of 330,000 active. Potency, µM (top dose mostly 38.3 µM), for the others: at the highest dose activity change, negative = inhibition, actives largely listed as inhibitors. cell surface uPA generation assay, qHTS; active means well fitted inhibition curve with a large enough effect; inconclusive means small, poorly fitted or top-dose-only effect; inactive means no such curve, though single readings can be large or run the other way; tested in mouse RAW 264.7 cells; further: on the % scale 0 is the no-effect control and ±100 the full control effect; nearly all actives have a fitted effect of over 55% in size
MBNL1 CUG block – inhibitors of human MBNL1 binding to CUG repeat RNA; Q9NR56; AID 2675; Potency, µM (titrated, usually from 57.5 µM), for inactives: at the top dose activity change, negative = inhibition, usual class: inhibitors; 0.036% of 280,000 active; TR-FRET MBNL1-His/biotin-(CUG)12 binding, 665/545 ratio; active means well fitted inhibition curve with a large enough effect in the signal ratio, with a control signal flat, not every such curve was filed as active; inconclusive means small, poorly fitted or top-dose-only effect, or effect the other way, or a change in a side signal; inactive means no such curve, though single readings can be large or run the other way; the % refers to the signal ratio; further: on the % scale 0 is the no-effect control and ±100 the full control effect
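Compound titration spanned 92 nM–58 uM against the MBNL1-His/biotin-(CUG)12 complex. After 60 min at room temperature with 5 nM streptavidin-XL665 and 0.055 ng/ul terbium anti-His, ratiometric 665/545 nm emission (Ex 340 nm) normalized to controls.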
Rab9 prom act – activators of Rab9 promoter | Huh7 Rab9 promoter-luciferase reporter, luminescence, 24 h | Potency, µM (series often up to 9.22 µM), without a hit: top-dose activation, negative = inhibition, usual class: activators | 2.8% of 320,000 active | AID 485297; further: % of control where 0% means no effect; nearly all actives have a fitted effect of over 60% in size
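Huh7 cells stably carrying Rab9 promoter–luciferase reporter, plated 1500 cells/well, compound added after 2 h and incubated 24 h at 37 °C; luciferase luminescence then read after 10 min with detection reagent.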
RORgamma inh – ROR gamma (mouse) transcription inhibition | Potency, µM (titrated, usually from 53.6 µM), for the others: at the highest dose activity change, negative = inhibition, actives largely listed as inhibitors | Drosophila S2 Gal4-RORgamma UAS-luciferase reporter, 20 h | 5.4% of 310,000 active | P51450 | AID 2551; further: on the % scale 0 is the no-effect control and ±100 the full control effect; nearly all actives have a fitted effect of over 60% in size
Target sequence (P51450 whole entry, looked up, the tested form may be a part): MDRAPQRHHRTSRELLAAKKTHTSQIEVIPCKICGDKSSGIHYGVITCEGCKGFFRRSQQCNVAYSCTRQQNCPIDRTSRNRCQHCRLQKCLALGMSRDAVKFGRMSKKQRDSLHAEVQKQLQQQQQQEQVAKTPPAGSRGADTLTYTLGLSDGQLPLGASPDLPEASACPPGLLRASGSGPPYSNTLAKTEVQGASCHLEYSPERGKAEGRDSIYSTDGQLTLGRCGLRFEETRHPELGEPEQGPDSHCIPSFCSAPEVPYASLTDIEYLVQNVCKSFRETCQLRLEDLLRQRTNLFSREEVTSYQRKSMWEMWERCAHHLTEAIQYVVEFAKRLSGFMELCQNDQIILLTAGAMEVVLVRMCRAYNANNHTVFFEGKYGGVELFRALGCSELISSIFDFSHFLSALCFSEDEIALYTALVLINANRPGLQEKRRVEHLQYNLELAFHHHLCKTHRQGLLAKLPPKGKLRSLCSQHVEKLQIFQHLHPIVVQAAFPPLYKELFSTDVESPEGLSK
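Luminescence from a UAS-regulated Photinus luciferase reporter in stably transfected Drosophila Schneider cells is measured; decreased signal marks ROR gamma inhibition. Fusion expression is induced by 700 uM copper sulfate for 20 hr.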
p53 reactivation – mutant p53 re-activation in reporter cells; Potency, µM (series often up to 92.2 µM), inactives show top-dose activity change, positive = activation, hits mostly activators; AID 504706; H1299 p53-A138V BP100-luciferase reporter, luminescence, 24 h; 0.063% of 320,000 active; further: % of control where 0% means no effect; nearly all actives have a fitted effect of over 45% in size
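p53-null H1299 cells stably carrying temperature-sensitive p53-A138V and a BP100-luciferase reporter were pinned with compounds (4-point, 1:5 series) and held 24 hrs at 37 deg C. Luminescence was read 10 min after detection reagent.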
NPC1 promoter act – activators of NPC1 promoter. Huh7 NPC1 promoter luciferase reporter, 24 h. Potency, µM (top dose mostly 9.22 µM), without a hit: top-dose activation, usual class: activators. 2.4% of 320,000 active. AID 485313;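 further: % of control where 0% means no effect; nearly all actives have a fitted effect of over 60% in size; reporter is driven by a mutant NPC1 promoter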
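Compounds in DMSO were transferred onto Huh7 NPC1-luciferase reporter cells pre-incubated 2 h; after 24 h at 37 °C, Amplite reagent was dispensed and luminescence recorded 10 min later.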
The depositor's hits bear a star; ? = inconclusive; . = not tested or not shown; & = joins results of further samples; [ ] = remark or other dose. Unless noted, the call rests on the fitted dose curve; in most records, active means well fitted curve in the direction sought with a large enough effect; inconclusive means small, poorly fitted or top-dose-only effect, or another doubt; inactive means no such curve, though single readings can be large; an effect the other way counts as inactive or inconclusive. Potency means the concentration at half of the fitted maximal effect. Rows are unselected. About 13% of those tested had a hit in this group.

The first two records as a preview:
SMILES | ELG1 genotoxic | VP16 counter | BRCA1 expr up | FLuc modulator | uPA surface inh | MBNL1 CUG block | Rab9 prom act | RORgamma inh | p53 reactivation | NPC1 promoter act
Cc1ccc(-c2cc(C(=O)Nc3ccc(S(=O)(=O)Nc4onc(C)c4C)cc3)c3ccccc3n2)cc1 | 1% | 6% | -3% | 13µM* | 4% | 4% | 4% | ? | -3% | -2%
COc1ccc(-n2c(Cc3cccn3C)nnc2SCC(=O)NCc2ccc(F)cc2)cc1 | -4% | -7% | 7% | 5% | -6% | -2% | -2% | 41% | -3% | -4%

The whole of this part, previewed entries included:
SMILES | ELG1 genotoxic | VP16 counter | BRCA1 expr up | FLuc modulator | uPA surface inh | MBNL1 CUG block | Rab9 prom act | RORgamma inh | p53 reactivation | NPC1 promoter act
Cc1ccc(-c2cc(C(=O)Nc3ccc(S(=O)(=O)Nc4onc(C)c4C)cc3)c3ccccc3n2)cc1 | 1% | 6% | -3% | 13µM* | 4% | 4% | 4% | ? | -3% | -2%
COc1ccc(-n2c(Cc3cccn3C)nnc2SCC(=O)NCc2ccc(F)cc2)cc1 | -4% | -7% | 7% | 5% | -6% | -2% | -2% | 41% | -3% | -4%
Cc1ccccc1OCCC(=O)OCC(=O)N(C)c1c(N)n(Cc2ccccc2)c(=O)[nH]c1=O | -1% | . | -12% | 6% | 1% | -5% | -1% | . | . | -3%
CCN1C(=O)[C@@H]2[C@@H](c3ccc(-c4ccc(F)cc4)cc3)N3CCCC[C@@]3(C(=O)OC)[C@@H]2C1=O | -4% | . | -31% | 2% | -10% | . | -3% | . | -9% | -7%
CC(=O)c1ccc(NC(=O)COC(=O)C2C3CC4OC(=O)C2C4C3)cc1 (stereo not given) | 4% | 21% | 10% | 6% | -1% | -4% | 0% | 10% | 6% | 3%
O=C(O)CSc1cc(C(=O)c2cc(F)ccc2O)cn2c(=O)c3c(-c4ccccc4)csc3nc12 | -6% | -17% | -13% | 27µM* | 7% | -11% | -3% | 35µM* | 27% | 0%
COc1ccc(C(=O)NCCn2ccc3ccccc32)c(OC)c1 | ? | ? | 7.9µM* | 21µM* | -11% | 8% | ? | 10µM* | 3% | ?
CSc1nc2cc(C)nn2c(-c2ccc(C(C)(C)C)cc2)c1C#N | -5% | -16% | -2% | -2% | -4% | ? | 1% | 14% | 3% | -3%
CN(C)/C=C1\C(=O)N(c2ccc(Cl)c(Cl)c2)CS1(=O)=O | 4% | ? | 46% | -6% | 5% | -1% | ? | 42% | -1% | ?
Cn1c(SCC(=O)c2ccccc2F)nnc1C1CC1 | 13% | 11µM* | 47% | ? | -1% | -9% | 4% | ? | ? | 20%
COc1ccc(C(=O)Nc2cccc(/C(C)=N/NC(=O)c3ccc([N+](=O)[O-])c(C)c3)c2)cc1OC | -12% | -19% | -11% | ? | -7% | 10% | -3% | -75% | 0% | 1%
COc1ccc(C(=O)Nc2ccc3c(c2)OCCO3)cc1 | ? | ? | -8% | 0.85µM* | ? | ? | 0.71µM* | ? | . | 0.45µM*
CCOc1ccc(C(=O)NCC(C)C)cc1 | . | 25% | ? | ? | 3% | 3% | . | 29% | . | .
CSCCC(NC(=O)COc1ccccc1)C(=O)N1CCN(c2ccccc2F)CC1 (stereo not given) | 0% | -1% | 0% | 7% | 8% | 1% | 1% | 8% | -6% | 1%
COc1cc(C2NC(=S)NC(c3ccccc3)=C2C(C)=O)cc(Br)c1OCC(N)=O (stereo not given) | 3% | 5% | -23% | 2% | -1% | 7% | -3% | -19% | -2% | -1%
CCOc1ccc(NC(=O)CSc2nnc(Cc3ccccc3)c(=O)n2N)cc1 | 0% | . | -6% | 2% | 1% | . | -2% | . | -4% | 1%
CNc1c([N+](=O)[O-])cnn1-c1cccc(Cl)n1 | -1% | -14%[10 µM] | -13% | 0% | -4% | 5% | -17% | -2% | -1% | 0%
COc1cccc(CNC(=O)CCNS(=O)(=O)c2cccc3nsnc23)c1 | -1% | 0% | 8%&5% | -1%&-3% | 0% | ? | 3% | 33% | -2% | 0%
c1ccc(CCc2nn3c(Cn4nnc5ccccc54)nnc3s2)cc1 | -1% | 16% | -1% | -6% | -5% | -6% | 0% | ? | 9% | 7%
CCCN1CN=C(Nc2nc3ccccc3o2)NC1 | ? | -12% | 0% | ? | 2% | 5% | ? | -20% | 15% | ?
O=C(Nc1ccccc1N1CCN(c2ccccc2)CC1)C1CCCCC1 | -1% | 3% | -4% | -3%[2.3 µM] | 17% | 43%[activator] | -2% | -22% | 15% | -2%
CCC(=O)Nc1ccc(C(=O)NNC(=O)Cc2ccccc2)cc1 | 6% | 6% | -19% | 5% | 2% | 2% | -4% | 24% | 6% | 0%
O=C(CNC(=O)c1ccc(F)cc1)N/N=C/c1cn[nH]c1-c1ccccc1 | -1% | 0% | -39% | 3% | 5% | -10% | -1% | 16% | -9% | -2%
O=C(Nc1ccc(S(=O)(=O)N2CCCCC2)cc1)C1CC(=O)N(c2ccc(F)cc2)C1 (stereo not given) | -4% | -2% | -25% | 0% | -1% | -2% | 5% | 32% | -2% | -5%
O=C(NC(=S)Nc1ccc(CN2CCOCC2)cc1)c1ccc([N+](=O)[O-])cc1 | -2% | 10µM* | -4% | -1% | 1% | ? | 0% | 14µM* | 7% | 1%
O=C(NCc1ccc(OC(F)(F)F)cc1)C12CN(Cc3ccccc3)CC1C(c1cccc([N+](=O)[O-])c1)=NO2 (stereo not given) | -6% | 0% | -25% | -11% | 17% | 8% | -6% | -30% | 3% | -3%
COc1ccc2oc(C(=O)OCC(=O)NCCN3C(=O)CSC3=O)c(C)c2c1 | 7% | 28% | 52% | -10% | -8% | -1% | 17% | ? | 4% | 9%
Cc1c(C(=O)NCc2ccccn2)oc2ccc(S(=O)(=O)N3CCOCC3)cc12 | -5% | -12% | -6% | 1% | 3% | -5% | -2% | 3% | -9% | 1%
COc1ccc(N2CCOCC2)c(NC(=O)c2cccs2)c1 | -11% | 1% | -13% | 2% | -6% | -2% | 0% | 21% | -7% | 3%
O=C(Nc1nccs1)c1cc(-c2ccccc2)nn1-c1ccccc1 | -2% | ? | 6% | -1% | -27% | ? | 0% | ? | -10% | 7%
CN(C(=O)COC(=O)c1cnc(Cl)c(Cl)c1)C1CCS(=O)(=O)C1 (stereo not given) | 1% | -6% | -13% | 3% | -5% | -4% | 1% | -2% | 1% | -3%
COCCN1CCN(C(=O)c2ccc3nc(Cc4ccc(OC)c(OC)c4)oc3c2)CC1 | 0% | 7.1µM* | -28% | 1% | -4% | 3% | -18% | ? | -5% | -28%
O=C(NCc1cccnc1)C1CC(=O)N(c2ccc(Cl)cc2)C1 (stereo not given) | -6% | 3% | -15% | -9% | 5% | 0% | -8% | -9% | -2% | 0%
Cc1cc(C)cc(NC(=O)CCN2CCCC2)c1 | -2% | 3% | -5% | 0% | 11% | -6% | -3% | 15% | -2% | -1%
COC(=O)Nc1ccc(S(=O)(=O)N2CCCC(C(=O)N3CC(C)OC(C)C3)C2)cc1 (stereo not given) | 0% | -3% | 11% | 2% | 1% | 3% | 14% | 15% | -1% | 1%
CC(NC(=O)CNC(=O)c1sc2ccccc2c1Cl)c1cccnc1 (stereo not given) | 0% | -6% | 23% | -12% | 0% | 30% | 8% | 24% | -3% | 7%
O=C1CC(N(CCc2ccccc2)C(=S)Nc2ccccc2)C(=O)N1c1ccccc1 (stereo not given) | -7% | -26% | -94% | -1% | -10% | 2% | -7% | ? | 11% | 2%
CC(C)(C)[C@H]1C=C(C(N)=O)O[C@@H](OCCCCO)C1 | 0% | 2% | 7% | 0% | 6% | 2% | 3% | -1% | -5% | 1%
Cc1ccc(NC(=O)CN2C(=O)S/C(=C\c3ccccn3)C2=O)cc1C | ? | 3% | 10% | 2% | 10% | -4% | -1% | -1% | -2% | 0%
COc1ccc(Cl)cc1C(=O)OCC(=O)Nc1cccnc1Cl | -1% | . | 5% | 2% | ? | . | 0% | . | 7% | 10%
NC(=S)N/N=C/c1ccc(C(F)(F)F)cc1 | 5% | 5.6µM* | -40% | -3% | -9% | . | -2% | 5µM* | 13% | -7%
CC(=O)Nc1ccc(C(=O)OCC(=O)NCCC2=CCCCC2)cc1 | 35% | . | -3% | 7% | 0% | . | 0% | . | -1% | -1%
CCOC(=O)CN1C(=O)N[C@@H](c2ccccc2)C(C(C)=O)=C1C | 7% | -8%&-13% | 5% | 0% | 14% | ? | -3% | 8%&26% | -1% | -1%
O=C(Nc1ccccc1)Nc1nc2ccccc2s1 | ? | -14% | 59% | 0.85µM* | -7% | -3% | 1.1µM* | -23% | 8% | 2.8µM*
C/C(=N\NC(=O)c1ccc(CN2CCOCC2)cc1)c1cccc([N+](=O)[O-])c1 | -3% | -2% | 18% | 0% | 4% | ? | -9% | 10% | 8% | 3%
Cc1ccc(S(=O)(=O)Nc2ncnc3sc(C)c(C)c23)cc1 | -6% | . | -36% | -3% | 0% | . | 0% | . | 1% | -6%
CC(CCc1ccccc1)NC(=O)COC(=O)c1ccccc1O (stereo not given) | 0% | -6% | 0% | 5% | -1% | 11% | -6% | 18% | -1% | -1%
CCOC(=O)c1cnc2c(ccc3ccccc32)c1N | 8.2µM* | 5% | 83% | ? | 10% | 5% | 1.1µM* | ? | ? | 1.6µM*
